Compound activity from PubChem.
FAK inh = blocks human focal adhesion kinase activity; Q05397; biochemical FAK kinase activity assay; inhibition, %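 (tested at 7 µM)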; 0.84% of 97,000 active; AID 727; in the data active = inhibition above about 19%;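 note: 0% = DMSO and 100% = reference compound high control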
EphB4 ephrin blk = antagonists of human EphB4-ephrin-B2 interaction; P54760; EphB4 LBD / TNYL-RAW-Alexa532 peptide, fluorescence polarization; inhibition, % at 7 µM; 0.15% of 97,000 active;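 active = inhibition above the screen-wide mean inhibition plus 3 SD, cut at about 15% in these data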;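 note: 0% = DMSO wells and 100% = excess unlabeled TNYL-RAW peptide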
PTPN22 inh 2 = inhibitors of human LYP (PTPN22) phosphatase; Q9Y2R2; recombinant LYP catalytic domain, DiFMUP fluorescence; inhibition, % at 2 µM; 0.21% of 96,000 active; AID 640;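 active = inhibition at 2 µM at or above a set limit, the screen mean plus 3 SD, cut at about 24% in these data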;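 note: 0% = DMSO with enzyme and 100% = enzyme fully blocked by orthovanadate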
Target sequence (Q9Y2R2 whole entry, looked up, the tested form may be a part): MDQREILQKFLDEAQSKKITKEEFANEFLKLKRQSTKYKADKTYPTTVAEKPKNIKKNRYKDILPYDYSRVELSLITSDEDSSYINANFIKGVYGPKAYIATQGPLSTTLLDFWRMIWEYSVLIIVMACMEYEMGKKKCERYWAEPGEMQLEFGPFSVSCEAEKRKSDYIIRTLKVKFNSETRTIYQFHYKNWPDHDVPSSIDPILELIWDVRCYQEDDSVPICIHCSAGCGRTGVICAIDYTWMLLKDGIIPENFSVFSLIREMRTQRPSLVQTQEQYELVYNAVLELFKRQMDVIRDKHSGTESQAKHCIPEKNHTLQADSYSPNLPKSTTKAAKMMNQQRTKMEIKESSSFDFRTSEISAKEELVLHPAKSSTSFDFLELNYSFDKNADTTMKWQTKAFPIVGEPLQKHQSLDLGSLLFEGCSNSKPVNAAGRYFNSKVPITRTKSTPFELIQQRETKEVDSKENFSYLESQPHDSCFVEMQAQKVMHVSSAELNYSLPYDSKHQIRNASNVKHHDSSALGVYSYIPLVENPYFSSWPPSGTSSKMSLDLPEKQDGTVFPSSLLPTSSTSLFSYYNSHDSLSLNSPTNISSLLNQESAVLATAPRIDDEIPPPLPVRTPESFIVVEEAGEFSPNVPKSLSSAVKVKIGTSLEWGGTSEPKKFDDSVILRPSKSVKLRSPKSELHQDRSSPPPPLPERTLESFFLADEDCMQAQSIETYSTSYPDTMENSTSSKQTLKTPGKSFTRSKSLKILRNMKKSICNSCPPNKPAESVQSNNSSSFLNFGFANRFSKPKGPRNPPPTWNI
Rev-RRE block = disrupts HIV-1 Rev binding to RRE RNA; P05866; inhibition, % at 8 µM; 0.79% of 97,000 active; Rev peptide-RRE RNA binding, FRET;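 active = inhibition above the screen-wide mean plus 3 SD, cut at about 35% in these data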;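 note: 0% = median DMSO wells and 100% = median Neomycin B control wells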
Target sequence (P05866 whole entry, looked up): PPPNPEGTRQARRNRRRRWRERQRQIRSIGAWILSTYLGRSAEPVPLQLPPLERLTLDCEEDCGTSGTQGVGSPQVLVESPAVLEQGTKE
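Test system – labelled RRE RNA duplex and labelled Rev peptide · Reagent – labelled Rev peptide · Doses – one concentration, 8 µM nominal · Incubation – 5 + 15 min at 25 °C · Signal – FRET fluorescence readout · Read-out basis – % inhibition of FRET ratio versus controls · Control set – DMSO wells as 0% and neomycin B wells as 100% inhibition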
S1P2 blocker = S1P2 (human) receptor antagonism; O95136; cell-based S1P2 antagonist assay, inhibition at 5 uM; inhibition, % at 5 µM; 0.21% of 97,000 active; AID 736; in the data active = inhibition above about 45%;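 note: CRE beta-lactamase reporter cells expressing human S1P2 stimulated with S1P; 0% = agonist at EC80 alone and 100% = agonist plus reference antagonist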
PostGolgi yeast = growth inhibition of a yeast mutant, post-Golgi transport screen | 0.9% of 98,000 active | post-Golgi transport phenotypic cell assay | inhibition, % at 10 µM | AID 739;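 note: yeast cells grown in 1536-well plates; yeast grown about 18 h at 30C before absorbance read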
S1P2 ag = activates the human S1P2 receptor; O95136; S1P2-expressing cell line, agonist reporter read-out; activation, % at 4.5 µM; 0.46% of 97,000 active; AID 729; in the data active = activation above about 16%;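 note: 0% = vehicle low control and 100% = maximal reference agonist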
PTPN22 act = increases human PTPN22 phosphatase activity; AID 697; activation, % at 2 µM; recombinant LYP, DiFMUP fluorescence; 0 = plate median, 100 = signal doubled; Q9Y2R2; 0.11% of 96,000 active;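 active = activation at 2 µM above a set limit, the mean plus 5 SD, cut at about 37% in these data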
PostGolgi ctrl = inhibits growth of the yeast control strain; efflux-deficient yeast background strain, growth absorbance A615, 16 h; inhibition, % at 10 µM; 5% of 98,000 active
Active calls of the source: *; · = no result given. Cut-off read from the data, not from the text of the source, unless noted: active = inhibition above about 30%; inactive = the rest.

molecule | PostGolgi yeast | S1P2 ag | PostGolgi ctrl | S1P2 blocker | PTPN22 inh 2 | PTPN22 act | EphB4 ephrin blk | FAK inh | Rev-RRE block
O=C(Nc1ccc(Cl)cc1)C1CCN(C(=O)NC2CCCCC2)CC1 | -4 | -2 | -4 | 29 | -6 | 8 | 4 | 3 | 9
CCOC(=O)c1ccc(NC(=O)NC(C)C2CCCO2)cc1 (stereo not drawn) | -2 | -4 | -4 | -20 | 7 | -4 | -4 | 0 | 0
CCOc1ccccc1CNC(=O)c1cc2oc3ccccc3c2n1CC | -7 | -4 | 31* | -4 | -19 | 19 | 7 | 0 | 17
CC(=O)Nc1ccc(Cl)cc1C(=O)O | 2 | -2 | 5 | -12 | 9 | -5 | -1 | -9 | 4
NC(=O)c1cccc(S(=O)(=O)N2CC(c3ccccc3)CC2=O)c1 (stereo not drawn) | 21 | -4 | -6 | 1 | 4 | -5 | -5 | 2 | 5
COc1ccc(S(=O)(=O)Nc2ccc(O)c3ccccc23)cc1 | · | -7 | · | -3 | 3 | -3 | 2 | 2 | 5
COc1ccc(NC(=O)CCN2CCCCC2)cc1 | -11 | -5 | -4 | 13 | -16 | 14 | -1 | 4 | 6
Cc1ccccc1C(=O)N1CCC(C(N)=O)CC1 | 8 | -2 | 2 | -4 | 5 | -4 | 0 | 0 | 10
CCC1Sc2ccccc2N(CC(=O)NCCC2=CCCCC2)C1=O (stereo not drawn) | -1 | -4 | 37* | -12 | -8 | 7 | 4 | -1 | 8
CC(=O)Nc1ccc(S(=O)(=O)NCCc2csc(C)n2)cc1 | · | -1 | · | -18 | 3 | -2 | -4 | 2 | 6
O=C(COC(=O)c1ccccc1SCC(=O)NC1CCCCC1)NC1CCCCC1 | -1 | -6 | 0 | -17 | 6 | -6 | 1 | -1 | 7
COC(=O)c1ccc(OC)c(CSc2nnc(COc3ccc(Cl)cc3)o2)c1 | -23 | -1 | 18 | -11 | 6 | -9 | -10 | 0 | 12
N=c1sccn1CC(=O)Nc1cc(Cl)ccc1Oc1ccccc1 | -3 | -7 | 10 | 36 | 5 | -3 | -5 | 0 | 10
Cc1cc(C)cc(OC(=O)CS(=O)c2ccc(C(F)(F)F)cc2[N+](=O)[O-])c1 (stereo not drawn) | 13 | -4 | 35* | 5 | 1 | 3 | -5 | 5 | 8
Cc1ccc(CN(C(=O)c2cc3ccccc3oc2=O)C2CCS(=O)(=O)C2)cc1 (stereo not drawn) | -1 | -5 | 1 | 7 | 10 | -6 | 4 | 0 | 2
Cc1cc(Cl)c(OCCCn2cncn2)c(Br)c1 | 3 | -5 | 18 | 3 | 6 | -6 | 5 | -2 | 5
O=C(Nc1ccc(OC(F)F)cc1)Nc1cccc(C(F)(F)F)c1 | 79* | -1 | 64* | 5 | -4 | 6 | -3 | 1 | 5
Cc1cc(C(=O)N/N=C\c2ccc(COc3ccc([N+](=O)[O-])cc3)o2)ccc1[N+](=O)[O-] | 2 | -1 | 2 | -17 | -2 | -2 | -3 | 1 | 6
CCn1c(-c2nn(C)c(C)c2Cl)n[nH]c1=S | · | 3 | · | -25 | 5 | -9 | 0 | 0 | 8
Cc1nnc(SCC(=O)c2cc(C)n(C3CC3)c2C)s1 | 0 | -4 | -6 | 12 | 9 | -6 | -1 | 4 | 4
CC(C)(C)C(=O)CN1C(=O)C2(OCCO2)c2ccccc21 | -3 | -5 | 4 | 2 | 1 | -2 | 3 | -3 | 6
Cc1nc(=O)c(-c2ccccc2)c(C)n1CC1CCCO1 (stereo not drawn) | -3 | -6 | -3 | 13 | 0 | -2 | -5 | 4 | 4
O=C(CN1CCC(c2nc3ccccc3s2)CC1)NCc1ccccc1 | · | -1 | · | -15 | 10 | -15 | 9 | -1 | 8
Cc1nc(CC(=O)Nc2nc(C(C)(C)C)cs2)cs1 | 10 | -5 | 7 | -3 | -2 | 2 | 1 | 0 | 4
N#Cc1c(N2CCCCC2)nc(N2CCCCC2)c2c1CCN(Cc1ccccc1)C2 | 13 | 3 | 19 | -4 | -15 | 10 | -1 | 1 | 22
COc1ccc(S(=O)(=O)Nc2ccc(N(C)C(C)=O)cc2)cc1 | 2 | -4 | 24 | 4 | -4 | 7 | -1 | 3 | 6
CCOC(=O)N1CCC(N2CCN(c3cc(C)ccc3C)CC2)CC1 | 3 | -1 | 1 | 11 | 1 | -1 | 3 | -1 | 0
CCOC(=O)c1cnc2c(C(=O)OC)cccc2c1NCCN1CCOCC1 | -5 | 0 | 8 | -27 | 2 | 0 | -4 | 1 | 3
CCN(CC)C(=O)CSc1nc2ncc(Cl)cc2[nH]1 | -5 | -5 | 2 | 5 | 6 | -9 | -3 | 7 | 6
O=S(=O)(Nc1cccnc1)c1ccc(Cl)c(C(F)(F)F)c1 | 1 | -7 | 12 | -21 | 6 | -10 | 2 | -4 | 5

Four entries from above, with two lines to a compound:
Each structure is followed by: PostGolgi yeast | S1P2 ag | PostGolgi ctrl | S1P2 blocker | PTPN22 inh 2 | PTPN22 act | EphB4 ephrin blk | FAK inh | Rev-RRE block
- O=C(CN1CCC(c2nc3ccccc3s2)CC1)NCc1ccccc1
    · | -1 | · | -15 | 10 | -15 | 9 | -1 | 8
- O=C(COC(=O)c1ccccc1SCC(=O)NC1CCCCC1)NC1CCCCC1
    -1 | -6 | 0 | -17 | 6 | -6 | 1 | -1 | 7
- Cc1nnc(SCC(=O)c2cc(C)n(C3CC3)c2C)s1
    0 | -4 | -6 | 12 | 9 | -6 | -1 | 4 | 4
- N#Cc1c(N2CCCCC2)nc(N2CCCCC2)c2c1CCN(Cc1ccccc1)C2
    13 | 3 | 19 | -4 | -15 | 10 | -1 | 1 | 22

(continued)
molecule | PostGolgi yeast | S1P2 ag | PostGolgi ctrl | S1P2 blocker | PTPN22 inh 2 | PTPN22 act | EphB4 ephrin blk | FAK inh | Rev-RRE block
CCS(=O)(=O)Nc1c(C(=O)O)[nH]c2ccccc12 | -14 | -7 | 5 | 19 | 2 | -4 | 3 | -4 | 6
c1ccc(CNn2nnnc2-c2ccccc2)cc1 | 0 | -4 | -1 | -9 | -11 | 10 | -6 | 1 | 1
COc1ccc(C2/C(=C(/O)c3ccccc3)C(=O)C(=O)N2CCO)cc1 (stereo not drawn) | 12 | -5 | 4 | 4 | -12 | 9 | -1 | -4 | 3
O=C(O)CCC(=O)NCc1ccc(F)cc1 | 13 | -1 | 7 | -3 | -7 | 8 | -6 | -2 | 9
C=CCn1c(SCC(=O)O)nnc1-c1ccccc1 | · | 1 | · | -1 | -13 | 10 | 6 | 1 | 2
CCOC(=O)C1=C(CSc2nc3ccccc3s2)NC(=O)NC1c1ccc(OC)cc1 (stereo not drawn) | 0 | -9 | 42* | 8 | 8 | -6 | 0 | -2 | 4
COC(=O)c1ccccc1NC(=O)C1CCN(C(=O)c2cc(OC)cc(OC)c2)CC1 | 3 | 0 | 18 | 4 | -12 | 7 | 0 | -1 | 14
CCCCC(=O)N1CC2(C)CN(C(=O)CCCC)CC(C)(C1)C2=O | 19 | -4 | 3 | 2 | -5 | 4 | 13 | 1 | 5
C=C(C)C1CC=C(C)/C(=N/NC(=O)COc2cccc(C)c2)C1 (stereo not drawn) | · | 0 | · | 2 | -2 | -2 | 5 | 2 | 2
N#Cc1c(N)sc(=S)c2c1CCCC2 | 4 | -4 | -1 | 7 | 8 | -8 | -1 | 0 | 7
CCCC(=O)N(Cc1cc2cccc(C)c2[nH]c1=O)c1ccccc1OC | 18 | -2 | 6 | -3 | -4 | 2 | -8 | 1 | 9
O=C(Nc1ccccc1)OCCNC(=O)c1ccccc1 | -7 | -2 | -3 | 18 | -1 | 1 | -2 | -3 | 6
CCc1ccc(N2C(=O)c3ccc4c5c(ccc(c35)C2=O)CC4)cc1 | -5 | -3 | 8 | 5 | 8 | -6 | -2 | 5 | 4
Cn1c(N)c(C(=O)CSc2ccc3c(c2)OCCO3)c(=O)n(C)c1=O | -1 | -9 | 12 | -6 | -4 | 3 | -8 | 1 | -2
CCN(CC)C(=O)COc1ccc(-c2ccccc2)cc1 | -4 | -4 | 21 | 7 | 1 | -1 | 3 | 1 | 7
COc1ccc(C(=O)NC2(C(F)(F)F)C(=O)Nc3c2c(=O)[nH]c(=O)n3CCc2ccc(OC)c(OC)c2)cc1 (stereo not drawn) | 3 | -6 | 11 | -1 | 2 | 1 | 7 | 5 | 3
O=C(CSc1nc2c(c(=O)[nH]1)CCC2)Nc1cccc(Cl)c1 | -5 | -5 | 23 | 14 | -6 | 5 | 1 | 0 | 2
CCOc1ccc2c(c1)nc(SCC(=O)c1cccs1)n2C | -3 | -7 | 17 | -6 | 3 | 0 | 1 | 0 | 2
Cc1ccnc(NS(=O)(=O)c2ccc(NC(=O)Cc3cccs3)cc2)n1 | -20 | -1 | -2 | 4 | 2 | -4 | 7 | 4 | 6
O=C(O)c1cc(NCc2c(F)cccc2Cl)ccc1N1CCOCC1 | -9 | -1 | -2 | -2 | -5 | 3 | -3 | 0 | 6
CCOC(=O)c1cc(NC(=O)N(CC)C2CCCCC2)c(C)nc1C | 1 | -5 | -3 | 12 | 18 | -15 | 4 | -1 | 3
CCC(=O)NC(Nc1nc2ccc(C)cc2s1)(C(=O)OC)C(F)(F)F (stereo not drawn) | -7 | -3 | 0 | -13 | 0 | 2 | 1 | -1 | -1
CCC(C)(C(=O)NC1CCCCC1)N(Cc1cccs1)C(=O)Cc1cccs1 (stereo not drawn) | 1 | -1 | 24 | -8 | -3 | 4 | 10 | 0 | 5
CC(C)(C)C(=O)Nc1ccc(-c2cn3ccsc3n2)cc1 | 8 | -4 | -2 | 11 | 0 | -1 | 1 | 8 | 7
COc1cc2cc(CN(CCO)S(=O)(=O)c3ccccc3)c(=O)[nH]c2cc1OC | 11 | -5 | 25 | -15 | -24 | 20 | -2 | -2 | 5
COc1cccc(NC(=O)Cc2nnc(SCC(=O)NC(C)c3ccccc3)n2C)c1 (stereo not drawn) | -2 | -4 | 3 | -22 | -3 | 0 | -4 | -1 | 0
CC(=O)c1cnc2cc(-c3ccccc3)nn2c1C | -4 | -7 | 0 | -1 | 0 | 3 | 1 | 4 | -3
COc1ccc(F)cc1CN1CCN(c2cc(C)nc3c4c(C)cc(C)nc4nn23)CC1 | -10 | -5 | -3 | -1 | -5 | 2 | -1 | 2 | 8
c1cc2c(cc1Oc1nc(N3CCOCC3)nc(N3CCOCC3)n1)OCO2 | 6 | -6 | 2 | -19 | 2 | 0 | -1 | -1 | 1
CCOc1cc(OCC)cc(C(=O)NC(=S)Nc2cccc(C(F)(F)F)c2)c1 | -13 | -6 | 11 | -2 | -2 | 5 | -5 | -6 | -6
Cc1ccc(C23CC4CC(CC(NC(=O)N5CCN(C)CC5)(C4)C2)C3)cc1 | 2 | -4 | 7 | 5 | -2 | 1 | 11 | 5 | 13
CCOc1ccc(C2/C(=C(/O)c3ccc(F)cc3)C(=O)C(=O)N2CCCN(C)C)cc1 (stereo not drawn) | -6 | -5 | 44* | 17 | -8 | 11 | 4 | -5 | 5

Quoted at random: 5 records from the list, in no set order.
molecule | PostGolgi yeast | S1P2 ag | PostGolgi ctrl | S1P2 blocker | PTPN22 inh 2 | PTPN22 act | EphB4 ephrin blk | FAK inh | Rev-RRE block
CC(C)(C)C(=O)Nc1ccc(-c2cn3ccsc3n2)cc1 | 8 | -4 | -2 | 11 | 0 | -1 | 1 | 8 | 7
COc1cc2cc(CN(CCO)S(=O)(=O)c3ccccc3)c(=O)[nH]c2cc1OC | 11 | -5 | 25 | -15 | -24 | 20 | -2 | -2 | 5
O=C(Nc1ccccc1)OCCNC(=O)c1ccccc1 | -7 | -2 | -3 | 18 | -1 | 1 | -2 | -3 | 6
COc1cccc(NC(=O)Cc2nnc(SCC(=O)NC(C)c3ccccc3)n2C)c1 (stereo not drawn) | -2 | -4 | 3 | -22 | -3 | 0 | -4 | -1 | 0
CCN(CC)C(=O)COc1ccc(-c2ccccc2)cc1 | -4 | -4 | 21 | 7 | 1 | -1 | 3 | 1 | 7
